# CCR6 antag: antagonists of human CCR6 receptor; inhibition, % at 20 µM; P51684; 340,000 compounds, 0.49% hits; AID 493098; CHO-K1 CCR6 PathHunter beta-arrestin, luminescence, CCL20-stimulated;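 active = compounds whose inhibition of the agonist-driven luminescence signal at 20 µM reaches about 50%, limit read from the data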;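 note: cells stimulated with CCL20 at 14 nM final; plate controls were DMSO with CCL20 for no effect and DMSO without agonist for full effect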
# Target sequence (P51684 whole entry, looked up): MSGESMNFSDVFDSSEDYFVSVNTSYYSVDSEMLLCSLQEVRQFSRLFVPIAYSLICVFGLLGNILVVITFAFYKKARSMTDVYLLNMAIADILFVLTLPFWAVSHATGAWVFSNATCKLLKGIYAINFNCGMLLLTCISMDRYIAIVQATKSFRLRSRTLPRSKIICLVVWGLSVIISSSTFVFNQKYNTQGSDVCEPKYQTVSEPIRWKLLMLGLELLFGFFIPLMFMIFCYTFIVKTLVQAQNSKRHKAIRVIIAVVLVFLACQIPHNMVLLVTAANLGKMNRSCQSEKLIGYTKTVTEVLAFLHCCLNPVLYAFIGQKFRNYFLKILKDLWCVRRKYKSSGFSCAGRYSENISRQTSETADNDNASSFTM
# UBC13 polyUb: blocks human UBC13 polyubiquitin chain formation; P61088; TR-FRET; inhibition, % at 20 µM; 330,000 compounds, 0.47% hits; AID 485273; in the data active = inhibition above about 45%, passing the limit was not always enough
# Target sequence (P61088 whole entry, looked up): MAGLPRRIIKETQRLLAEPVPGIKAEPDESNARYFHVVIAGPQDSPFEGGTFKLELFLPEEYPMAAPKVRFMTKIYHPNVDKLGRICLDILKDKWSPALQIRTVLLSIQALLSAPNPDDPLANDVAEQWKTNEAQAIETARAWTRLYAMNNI
# APJ antag: antagonists of human APJ apelin receptor. AID 2521. CHO-K1 APJ beta-arrestin complementation, luminescence. P35414. inhibition, % at 20 µM. 330,000 compounds, 0.32% hits;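 active = inhibition above about 40% at 20 µM, limit read from the data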;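 note: cells challenged with 10 nM apelin-13 agonist together with compound; plate controls were apelin-13 plus DMSO wells for no effect and DMSO wells lacking apelin-13 for full effect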
# Jurkat NFkB inh: lowers PMA/ionomycin-induced NF-kB signal in Jurkat cells; PMA/ionomycin-induced NF-kB luciferase reporter, luminescence; inhibition, % at 4 µM; 330,000 compounds, 0.53% hits; AID 435003; in the data active = inhibition above about 50%
# Gli-Sufu antag: Gli-Sufu pathway antagonism; Sufu-KO-LIGHT fibroblasts, Gli luciferase reporter luminescence; 340,000 compounds, 0.74% hits; AID 588413; inhibition, % at 5 µM;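 active = inhibition above about 55%, limit read from the data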;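 note: 0% = DMSO-treated cells and 100% = wells with medium but no cells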
# EBI2 antag: blocks human EBI2 receptor beta-arrestin signaling; P32249; EBI2 beta-arrestin recruitment, luminescence, 7a,25-OHC stimulated; inhibition, % at 5 µM; 360,000 compounds, 0.81% hits; AID 651636; in the data active = inhibition above about 38%;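 note: enzyme fragment complementation signal reports receptor beta-arrestin coupling in cells; 0% = agonist plus DMSO wells and 100% = wells without agonist; some results beyond the cut were filed as inactive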
# Target sequence (P32249 whole entry, looked up, the tested form may be a part): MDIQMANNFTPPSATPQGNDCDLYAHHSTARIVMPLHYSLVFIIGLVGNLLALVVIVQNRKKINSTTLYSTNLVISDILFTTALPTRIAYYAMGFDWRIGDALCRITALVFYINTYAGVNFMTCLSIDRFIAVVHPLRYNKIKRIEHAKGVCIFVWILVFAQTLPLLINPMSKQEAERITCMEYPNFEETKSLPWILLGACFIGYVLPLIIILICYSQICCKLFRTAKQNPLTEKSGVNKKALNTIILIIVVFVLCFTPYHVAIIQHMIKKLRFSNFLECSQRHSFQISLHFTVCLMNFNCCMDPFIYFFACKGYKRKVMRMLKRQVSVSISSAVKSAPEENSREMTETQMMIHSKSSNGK
# 697 NFkB inh: inhibitors of the PMA/ionomycin-induced NF-kB reporter in 697 B cells | 697 B-cell NF-kB luciferase reporter, 16 h | 330,000 compounds, 0.33% hits | inhibition, % at 4 µM; in the data active = inhibition above about 35%
# CXCR6 block: CXCR6 (human) receptor inhibition; O00574; CHO-K1 PathHunter CXCR6 beta-arrestin, luminescence; inhibition, % at 20 µM; 360,000 compounds, 0.36% hits; AID 602244; in the data active = inhibition above about 34%, passing the limit was not always enough;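 note: antagonist mode with CXCL16 agonist at 10 nM final; 0% = 10 nM CXCL16 with DMSO and 100% = unstimulated wells without agonist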
# An asterisk follows results filed as active; . = not tested or not shown.
SMILES,CCR6 antag,UBC13 polyUb,APJ antag,Jurkat NFkB inh,Gli-Sufu antag,EBI2 antag,697 NFkB inh,CXCR6 block
CSc1ccccc1C(=O)C1CCCN(C(=O)c2csnn2)C1 (stereo unspecified),-6,8,7,-12,2,-11,-1,-6
COc1ccccc1Cn1c(=O)oc2ccc(C)cc21,5,9,11,0,-10,4,2,-6
COc1ccc2c(c1)OC[C@H]1[C@H]2N2C(=O)c3cc(Cl)ccc3NC(=O)[C@@]2(C)[C@H]1c1ccccc1,1,-6,-12,17,10,-1,-6,9
CC(=O)Nc1cccc(C(=O)OCc2csc(CC(=O)Nc3ccccc3C)n2)c1,17,0,-50,-12,23,-5,1,2
COc1ccc(CNC(=O)N2CCc3ccccc3C2)cc1Cl,13,4,3,-6,1,8,-10,5
CCOc1ccc(NC(=S)N(CCc2c(C)[nH]c3ccccc23)Cc2ccco2)cc1,11,-20,-13,-11,3,36,-8,2
CCOc1ccc(NC(=O)CC2C(=O)N(c3ccccc3)C(=S)N2Cc2ccccn2)cc1 (stereo unspecified),-6,6,-6,-16,2,11,-7,-4
COc1ccc(-n2c(SCC(=O)Nc3ccccc3)nnc2-c2ccoc2C)cc1,13,-4,6,-15,-6,10,-7,-1
COc1ccc(C)cc1NC(=O)C1CC(=O)N(CCc2ccc(F)cc2)C1 (stereo unspecified),1,.,.,.,2,-5,.,4
Cc1ccc(NC(=O)Cn2nnc(C(=O)Nc3ccc(C)c(C)c3)c2N)cc1,2,-15,55*,-15,-20,2,-11,8
Oc1c(C=Nc2ccccc2Cl)[nH]c2ccccc12,-9,-7,31,-64,-33,5,-146,-6
Cc1ccc(C)n1-c1ccc(N2CCOCC2)nc1,-6,-1,3,2,0,12,4,2
CN(C)/C(=N\S(=O)(=O)c1ccccc1)c1ccccc1,3,0,-22,6,11,-2,8,2
O=C(COC(=O)c1ccccc1Br)NCCc1ccc(F)cc1,7,-10,-13,24,6,-3,-41,4
c1ccc(CCN=C2CCCc3c2[nH]c2ccccc32)cc1,1,3,1,9,5,-4,3,-4
O=[N+]([O-])/C(=C\Nc1ccccc1)S(=O)(=O)c1ccccc1,-15,-8,-15,-6,6,-5,10,-1
CC(Sc1nc2c([nH]c3ccccc32)c(=O)n1C)c1ccccc1 (stereo unspecified),6,-7,8,1,7,6,-2,-5
CCn1nnnc1SCC(=O)Nc1nc(C)c(C)s1,-11,1,-7,-12,-9,-4,-17,6
O=S(=O)(CCOc1ccccc1)N1CCOCC1,3,-20,7,31,-18,-8,-19,4
CSCCC(NC(=O)c1ccc(C(C)(C)C)cc1)C(=O)O (stereo unspecified),14,-6,10,5,-3,-2,-3,0
CC(NC(=O)CCOc1ccccc1)c1ccccc1 (stereo unspecified),-2,-1,-12,-12,-9,15,-6,7
Cc1ccc(/C(C#N)=C\c2cn(C)c3ccccc23)cc1,.,3,-2,-12,.,.,4,.
O=C(NCc1ccccn1)NC1CCCCC1,3,3,-2,0,1,-10,3,3
COc1cc(C2CC(c3ccccc3)=NN2c2ccccc2)ccc1OCC(=O)O (stereo unspecified),0,0,-12,-6,-8,4,3,6
CCOc1ccc2nc(COC(=O)c3cccc([N+](=O)[O-])c3)c(C(C)=O)[n+]([O-])c2c1,6,7,-1,-10,-10,-2,-1,3

# (continued)
SMILES,CCR6 antag,UBC13 polyUb,APJ antag,Jurkat NFkB inh,Gli-Sufu antag,EBI2 antag,697 NFkB inh,CXCR6 block
O=C(NC1CCCCC1)C1CCN(c2ncccn2)CC1,5,9,0,26,5,-9,0,-4
N#CCc1nc(CSc2nc3ccccc3s2)cs1,-3,-2,-2,9,-39,-4,-23,-1
Cc1oc(-c2cccs2)nc1CN1CCN(Cc2ccc(F)c(F)c2)C(CCO)C1 (stereo unspecified),-2,-6,-19,0,21,3,10,5
CCC(C)N(C(=O)c1csnn1)C(C(=O)NCc1ccc(F)cc1)c1ccccc1 (stereo unspecified),13,0,-9,-3,-24,10,10,1
COCCNS(=O)(=O)c1cc(C(=O)O)ccc1OC,-1,7,-28,16,-1,-1,6,-4
C=CCn1c(CCNC(=O)c2ccc(Cl)c(Cl)c2)nnc1SCCOc1ccc(OC)cc1,11,19,-23,4,12,24,11,1
CCOc1ccc(C2NC(=O)c3ccccc3O2)cc1 (stereo unspecified),9,7,13,-14,-13,1,14,-9
Cc1ccc(N(C(=O)c2csnn2)C(C(=O)NC2CCCCC2)c2cccnc2)c(C)c1 (stereo unspecified),-10,3,13,4,6,5,9,9
Cc1csc(NC(=O)CSc2nnc(C)c(=O)n2N)n1,8,13,3,13,-1,-12,21,6
COc1cc(C2Nc3ccccc3C(=O)N2c2ccc(Cl)cc2)c(Cl)cc1OCC(=O)O (stereo unspecified),12,14,-3,-66,-70,-8,-79,0
CC(=O)NCC(=O)N1CCCC(C(=O)c2ccc(Oc3ccccc3)cc2)C1 (stereo unspecified),-4,4,6,-12,3,-4,7,18
CC1CC(C)CN(C(=O)C2CC(=O)N(c3ccc4c(c3)OCCO4)C2)C1 (stereo unspecified),-2,-15,-46,4,3,1,-5,0
O=C(NCc1ccccc1)C1CCC(CNc2c(N3CCCCC3)c(=O)c2=O)CC1 (stereo unspecified),9,-14,-55,0,1,4,13,7
COc1ccccc1CCNC(=O)C(=O)NCC1OCCCN1S(=O)(=O)c1ccc(F)cc1C (stereo unspecified),11,3,7,14,23,3,10,2
O=C(COC(=O)c1cc(S(=O)(=O)N2CCOCC2)ccc1F)NC1CCCCC1,-14,3,-5,-5,-4,-13,5,-12
COc1ccc(C#Cc2c(-c3ccsc3)oc3ccc(-c4cc(OC)c(OC)c(OC)c4)cc23)cc1,2,2,19,4,10,-1,-2,0
CCOC(=O)c1ccc(NC(=O)c2nc[nH]c2C(=O)N2CCC(C)CC2)cc1,4,-4,-60,7,19,4,17,-1
CC1(C)CC(NC(=O)COc2ccccc2Cl)CC(C)(C)N1,-7,3,9,-26,26,-4,-40,3
O=C(O)c1ccc(CNCc2ccccc2F)cc1,-7,2,-5,6,-3,-19,13,-12
COc1ccc(CCNC(=O)c2ccc([N+](=O)[O-])cc2)cc1,-10,-8,-15,-2,-16,-2,-41,-12
CCSc1nc(O)cc(=O)n1-c1ccc(OC)cc1,-16,5,18,8,1,-17,18,1
CCN1CCN(/C=N/c2nc3c(s2)CCCC3)CC1,0,-2,5,-5,53,-3,-59,7
COc1ccc(C)cc1S(=O)(=O)N(CC(=O)Nc1ccc2c(c1)OCCO2)Cc1ccccc1,18,-16,5,3,8,0,1,4
COc1ccc(OC)c(NC(=O)CCN2CCN(c3ccccc3OC)CC2)c1,1,-7,7,-17,14,-1,-9,-10
Cc1ccc2nc(C)c(C(=O)N/N=C/c3ccc(N4CCOCC4)cc3)cc2c1,1,-3,-5,-1,-8,-4,10,0

# Record cards, from the list above. Order of screens: CCR6 antag | UBC13 polyUb | APJ antag | Jurkat NFkB inh | Gli-Sufu antag | EBI2 antag | 697 NFkB inh | CXCR6 block
# O=C(COC(=O)c1cc(S(=O)(=O)N2CCOCC2)ccc1F)NC1CCCCC1 in the list: -14 | 3 | -5 | -5 | -4 | -13 | 5 | -12
# CCN1CCN(/C=N/c2nc3c(s2)CCCC3)CC1 in the list: 0 | -2 | 5 | -5 | 53 | -3 | -59 | 7
# CCC(C)N(C(=O)c1csnn1)C(C(=O)NCc1ccc(F)cc1)c1ccccc1 (stereo unspecified) in the list: 13 | 0 | -9 | -3 | -24 | 10 | 10 | 1

# (next part)
SMILES,CCR6 antag,UBC13 polyUb,APJ antag,Jurkat NFkB inh,Gli-Sufu antag,EBI2 antag,697 NFkB inh,CXCR6 block
c1csc(COc2ccccc2CNC2CCCCC2)c1,11,13,6,0,31,24,7,2
CCCC(=O)OCC(=O)Nc1ccc2c(c1)OCO2,0,-12,-13,14,-6,0,15,-2
CC(=O)c1ccc(N(CC(=O)NC2CCS(=O)(=O)C2)S(=O)(=O)c2ccc(C)cc2)cc1 (stereo unspecified),14,2,11,2,4,-2,14,2
CCOC(=O)c1nc2sc3c(c2c(=O)[nH]1)CCCC3,9,9,25,8,-17,-2,5,-1
CCc1cc(=O)oc2cc(OC(=O)CN3C(=O)NC4(CCCC4)C3=O)ccc12,7,16,19,-1,-13,5,14,20
Cc1cc(C(=O)N2CCCC(N3CCN(c4ccc(F)cc4)CC3)C2)c(C)o1 (stereo unspecified),22,-2,17,0,13,1,-6,3
COc1cc(NC(=S)NCCc2c[nH]c3ccccc23)c(OC)cc1Cl,24,8,9,-9,3,23,-6,-6
CCOC(=O)N1CCN(c2c(N3CCN(c4ccc(OC)cc4)CC3)c(=O)c2=O)CC1,-5,-7,-56,2,8,-4,11,-2
O=C(COC(=O)CNS(=O)(=O)c1ccc(Cl)cc1)NC1CCCCC1,-1,3,-13,-2,-10,4,-5,3
Cc1cc(-c2nnc(SCC(=O)Nc3ccccc3Cl)n2C)no1,2,-1,-8,0,2,-5,11,-2
CCN(CC)C(=O)c1ccc(Oc2ccc([N+](=O)[O-])cc2Cl)cc1,-13,3,5,16,4,-12,13,1
O=C(CCN1CCN(c2ccccc2)CC1)N/N=C/c1ccc(O)c(O)c1O,19,.,.,.,-4,-3,.,-2
COc1ccc(C(=O)NCc2c(C)oc(C)c2C(=O)O)cc1,-9,-8,8,3,1,-13,9,1
COc1ccccc1CNC(=O)c1sccc1C,11,-2,10,-1,-19,-10,-19,4
Oc1ccc(N=Nc2ccccc2-c2nn[nH]n2)c(O)c1,43,-99,25,7,-6,13,3,14
Cc1c(Cc2ccccc2)c(=O)oc2cc(OCC(=O)N3CCC(C(N)=O)CC3)ccc12,-3,7,-31,-6,-2,-1,13,-4
CN1CCN(C(=O)CCc2nnc3ccc(N4CCC5(CC4)OCCO5)nn23)CC1,-2,-1,2,7,39,-16,0,-16
CCC(=O)C1CCCN(C(=O)c2ccc(OC)c(OC3CCN(C(C)=O)CC3)c2)C1 (stereo unspecified),2,5,-8,-7,-1,-6,10,11
Cc1ccc(C)c(NC(=S)N(C2CCCCC2)C(C)c2cccnc2)c1 (stereo unspecified),11,-1,-3,-6,5,-6,6,6
CC12CCC(C/C1=N\OC(=O)c1c(F)cccc1F)C2(C)C (stereo unspecified),6,4,-8,5,-2,2,0,3
O=C1Nc2ccccc2C1(O)Cc1ccccn1 (stereo unspecified),-3,13,-12,8,1,-12,17,-3
COc1ccc(CN2CCN(c3ccc(F)cc3)CC2)c(OC)c1OC,7,-8,1,3,9,-4,-7,-2
CC(SCC(=O)Nc1ccccc1Br)c1nc2ccccc2c(=O)[nH]1 (stereo unspecified),10,4,-2,-6,1,-3,-10,-2
CCCC1S/C(=N/N=C/c2ccc(C)cc2)N(Cc2ccc(OC)cc2)C1=O (stereo unspecified),17,4,4,5,9,19,12,4
CCCCN(CC)CCNC(=O)c1cc2c(-c3ccccc3F)nn(C)c2s1,9,38,10,7,19,18,0,-6

# Additional results follow:
SMILES,CCR6 antag,UBC13 polyUb,APJ antag,Jurkat NFkB inh,Gli-Sufu antag,EBI2 antag,697 NFkB inh,CXCR6 block
CCOC(=O)c1c(-c2ccccc2)c2cc(OC)ccc2n1CCCN(C)C,2,38,0,3,16,-14,-4,6
CCn1c(SCC(=O)Nc2cccc(F)c2)nnc1-c1cc2cc(Br)ccc2o1,1,2,-17,-18,4,8,4,4
Cc1cccc(Nc2nc(N3CCN(C)CC3)nc(N)c2[N+](=O)[O-])c1,23,-5,11,4,10,-2,-9,0
CCOc1ccc(CCNC(=O)COC(=O)C2CC2)cc1OCC,0,2,16,-10,2,-9,18,0
Cc1ccc(COc2ccc(/C=N/NC(=O)c3ccc(CN4CCOCC4)cc3)cc2)cc1,5,6,-2,-31,-5,7,-41,-6
COCCCn1c(=O)c2sccc2n2c(CCCC(=O)NCC3CCCO3)nnc12 (stereo unspecified),0,7,10,-13,-21,-2,3,4
O=C(Nn1c(C2CCC2)nc2ccccc2c1=O)C1CCC1,-3,-2,14,1,-16,-5,-3,2
COC(=O)[C@H]1C[C@H](O)CN1S(=O)(=O)c1ccc(Br)cc1F,14,.,.,.,7,-4,8,0
CCC(C(=O)NC1CCCCC1)N(C(=O)c1snc(C(N)=O)c1N)c1ccc(OC)cc1OC (stereo unspecified),6,14,4,9,6,8,19,2
COC(=O)Nc1ccc(OCc2ccccc2)cc1,-11,6,9,-53,-48,4,-50,-9

# Bioassay records (PubChem BioAssay)

# The order is random; overall some 3% were active at least once.
